Source: PubChem BioAssay (The Scripps Research Institute Molecular Screening Center)
GPR151 activ = activates the human receptor GPR151; activation, % at 11.2 µM; Q8TDV0; PathHunter beta-arrestin GPR151 cells, luminescence; 650,000 compounds, 1% hits; in the data active means activation above about 4.9%;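 further: 0% = median of compound wells and 100% = cells with positive control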
TEAD-YAP inh = TEAD-YAP interaction inhibition. HEK-TIYL cells, TEAD-Gal4/YAP UAS-luciferase luminescence. inhibition, % at 9.12 µM. 640,000 compounds, 1.4% hits. AID 1259422; in the data active means inhibition above about 32%;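 further: 0% = median of test compound wells and 100% = reference inhibitor wells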
FBW7 act = activators of human E3 ligase FBW7. Q969H0. AlphaScreen FBW7–phospho-cyclin E peptide binding, activator screen. normalized activity (activation), % at 26.1 µM. 650,000 compounds, 0.13% hits. AID 1259310; in the data active means normalized activity above about 1.9%;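 further: purified mutant Fbw7 with reduced substrate affinity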
Target sequence (Q969H0 whole entry, looked up): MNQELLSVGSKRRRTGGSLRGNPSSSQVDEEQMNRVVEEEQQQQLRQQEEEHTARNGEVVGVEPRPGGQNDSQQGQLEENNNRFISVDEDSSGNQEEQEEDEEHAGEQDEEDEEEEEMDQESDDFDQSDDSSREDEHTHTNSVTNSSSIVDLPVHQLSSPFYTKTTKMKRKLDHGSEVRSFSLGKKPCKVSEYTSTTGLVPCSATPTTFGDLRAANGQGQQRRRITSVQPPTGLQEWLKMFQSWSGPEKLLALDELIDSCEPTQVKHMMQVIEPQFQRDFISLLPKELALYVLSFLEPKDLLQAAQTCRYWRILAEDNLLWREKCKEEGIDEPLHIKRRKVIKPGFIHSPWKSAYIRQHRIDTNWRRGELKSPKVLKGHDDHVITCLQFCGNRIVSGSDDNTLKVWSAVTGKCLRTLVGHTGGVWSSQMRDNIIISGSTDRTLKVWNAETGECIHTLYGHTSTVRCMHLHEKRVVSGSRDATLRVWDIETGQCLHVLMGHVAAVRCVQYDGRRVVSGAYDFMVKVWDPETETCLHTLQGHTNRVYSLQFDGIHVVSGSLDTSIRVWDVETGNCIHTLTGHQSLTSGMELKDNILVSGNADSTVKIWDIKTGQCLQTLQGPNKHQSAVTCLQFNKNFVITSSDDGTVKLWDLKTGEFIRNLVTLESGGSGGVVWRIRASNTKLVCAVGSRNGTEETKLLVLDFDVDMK
MITF primary = human MITF inhibition, primary screen. inhibition, % at 2.6 µM. O75030. AlphaScreen MITF homodimerization, bead proximity signal. 650,000 compounds, 0.91% hits. AID 1259374; in the data active means inhibition above about 50%;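 further: 0% = vehicle wells with protein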
Active calls of the source: *.

`CCN(CC)C(=O)Cn1ncc2c3oc(C)cc3n(C(C)C)c2c1=O` gave GPR151 activ -0.7, TEAD-YAP inh 3, FBW7 act -0.1 and MITF primary -11.
For CCC(CC)NC(=O)Cc1ccccc1OC the results were GPR151 activ -1.3, TEAD-YAP inh 16, FBW7 act 0.5 and MITF primary 19.
`COc1ccc(Nc2c(-c3ccsc3)nc3cnccn23)cc1` gave GPR151 activ -1.3, TEAD-YAP inh 6, FBW7 act 0.5 and MITF primary 4.
For OC1CCC(Nc2ccc3ncc(-c4cc5ccccc5s4)n3n2)CC1 (centres undefined) the results were GPR151 activ 0.1, TEAD-YAP inh 26, FBW7 act 0.0 and MITF primary -16.
`CCCC(=O)n1c(=O)oc2cc(Br)ccc21` gave GPR151 activ 0.7, TEAD-YAP inh -5, FBW7 act -0.1 and MITF primary -8.
For Cc1cc(O)c(C(c2ccc3c(c2)OCO3)c2c(O)cc(C)n(C)c2=O)c(=O)n1C the results were GPR151 activ 0.6, TEAD-YAP inh 6, FBW7 act 0.4 and MITF primary 13.
O=C(NN1C(=O)c2cccc3cccc(c23)C1=O)c1ccccc1Cl was read as GPR151 activ -0.4, TEAD-YAP inh -2, FBW7 act 0.9 and MITF primary 12.
Screening CSCCOC(=O)COc1ccc(C=O)cc1 returned GPR151 activ 1.4, TEAD-YAP inh -3, FBW7 act 0.2 and MITF primary 1.
`CCOc1ccc(/C=C/C(=O)Oc2ccc3ccccc3c2Br)cc1` gave GPR151 activ 0.5, TEAD-YAP inh -6, FBW7 act -0.1 and MITF primary 5.
For CCOC(=O)C1C(=O)Nc2ccccc2C1=O (centres undefined) the results were GPR151 activ 0.1, TEAD-YAP inh 1, FBW7 act -0.1 and MITF primary 3.
Screening O=C(CCc1ccccc1)NNC(=O)CNC(=O)C1CCCCC1 returned GPR151 activ -1.7, TEAD-YAP inh 4, FBW7 act 0.0 and MITF primary 3.
For COc1ccc(C2C3=C(CCCC3=O)N(C)C3=C2C(=O)CCC3)cc1OC the results were GPR151 activ -0.8, TEAD-YAP inh 5, FBW7 act -0.2 and MITF primary 1.
CC(=O)c1ccc(OC(=O)c2cccc(C(F)(F)F)c2)cc1 was read as GPR151 activ -2.5, TEAD-YAP inh -2, FBW7 act 0.0 and MITF primary 10.
Screening O=C1NC(=Nc2ccccc2)S/C1=C/c1cccs1 returned GPR151 activ -1.1, TEAD-YAP inh -43, FBW7 act 0.1 and MITF primary 5.
Screening COc1ccc2c(CNCc3ccc(C)o3)c(C(=O)O)n(Cc3ccc(F)cc3)c2c1 returned GPR151 activ 0.8, TEAD-YAP inh 5, FBW7 act -0.1 and MITF primary -4.
`Cc1ccccc1C(=O)Nc1ccc(S(=O)(=O)N(C)Cc2ccccc2)cc1` gave GPR151 activ -0.3, TEAD-YAP inh -7, FBW7 act 1.1 and MITF primary 4.
Screening CCc1c(C)c(C#N)c2nc3ccccc3n2c1N1CCCCC1 returned GPR151 activ -0.7, TEAD-YAP inh 5, FBW7 act 0.2 and MITF primary -6.
COc1cccc(CNC(=O)C(C)n2ncn3cccc3c2=O)c1 (centres undefined) was read as GPR151 activ -0.6, TEAD-YAP inh 0, FBW7 act -0.1 and MITF primary 6.
Cc1nnc(N(Cc2ccccc2)C(=O)c2cnccn2)s1 was read as GPR151 activ -0.7, TEAD-YAP inh 5, FBW7 act -0.1 and MITF primary -7.
Cc1[nH]c2ccccc2c1C(=O)CN1C(=O)NC2(CCOc3ccccc32)C1=O (centres undefined) was read as GPR151 activ 0.9, TEAD-YAP inh -7, FBW7 act 0.0 and MITF primary -9.
`Cc1ccc(CNC(=O)COc2ccccc2C)cc1` gave GPR151 activ 7.4*, TEAD-YAP inh 6, FBW7 act -0.1 and MITF primary -7.
O=[N+]([O-])c1ccccc1NCCCO was read as GPR151 activ 0.1, TEAD-YAP inh -8, FBW7 act 0.0 and MITF primary -14.
Fc1ccccc1Nc1nc2c(F)cccc2s1 was read as GPR151 activ 0.6, TEAD-YAP inh 1, FBW7 act 0.3 and MITF primary 13.
For COC(=O)c1ccc(CSC(=S)N(C)C)cc1 the results were GPR151 activ -0.4, TEAD-YAP inh -39, FBW7 act 0.0 and MITF primary -2.
For CC(=O)c1ccc(N2C(=O)C3CCC(C)(C2=O)C3(C)C)cc1 (centres undefined) the results were GPR151 activ -0.3, TEAD-YAP inh 1, FBW7 act 0.4 and MITF primary 12.
For Cc1sc2nc(C(C)C)n3c(=S)[nH]nc3c2c1C the results were GPR151 activ -8.8, TEAD-YAP inh 55*, FBW7 act 0.0 and MITF primary -5.
`N#Cc1ccccc1S(=O)(=O)NCC(=O)OCC(=O)Nc1sccc1C(N)=O` gave GPR151 activ 0.1, TEAD-YAP inh 3, FBW7 act 0.3 and MITF primary 9.
`NCCc1csc(-c2ccccn2)n1` gave GPR151 activ 1.5, TEAD-YAP inh -16, FBW7 act -0.2 and MITF primary 1.
O=c1c2c([nH]c3cc(Cl)ccc13)CCCC2 was read as GPR151 activ -0.9, TEAD-YAP inh 1, FBW7 act 0.0 and MITF primary 12.
`CCOc1ccc2nc(NCCCO)[nH]c2c1` gave GPR151 activ 0.1, TEAD-YAP inh -9, FBW7 act -0.1 and MITF primary 0.
For Cn1c(=O)n(C)c2cc(/C=C3/SC(=Nc4ccc(F)cc4)NC3=O)ccc21 the results were GPR151 activ 2.8, TEAD-YAP inh -33, FBW7 act 0.1 and MITF primary -14.
For C/C(=N\N(C)c1cc(C)nc(-c2ccccc2O)n1)c1ccccc1O the results were GPR151 activ 1.4, TEAD-YAP inh -6, FBW7 act 0.1 and MITF primary 0.
`N#Cc1ccc(-c2ccc(F)cc2)nc1SCC(=O)NC1CC1` gave GPR151 activ 0.7, TEAD-YAP inh 5, FBW7 act 0.2 and MITF primary 52*.
For O=C(CNCCc1ccccc1)Nc1ccc(C(=O)N2CCCCC2)cc1 the results were GPR151 activ -0.1, TEAD-YAP inh -13, FBW7 act 0.4 and MITF primary 52*.
For CCOC(=O)N1CCN(c2nc3ccc(Cl)cc3n3cnnc23)CC1 the results were GPR151 activ 0.3, TEAD-YAP inh -2, FBW7 act 0.3 and MITF primary 3.
For COc1cccc(NC(=O)c2cnc(SC)n(C)c2=O)c1 the results were GPR151 activ -8.7, TEAD-YAP inh -18, FBW7 act -1.0 and MITF primary -2.
For Cc1ccc(C2(c3ccc(C)cc3)CC2C(=O)Nc2ccc(Br)cc2)cc1 (centres undefined) the results were GPR151 activ 0.4, TEAD-YAP inh -1, FBW7 act 0.0 and MITF primary -5.
For COc1ccc2ccccc2c1I the results were GPR151 activ -0.5, TEAD-YAP inh -7, FBW7 act 0.0 and MITF primary 2.
For O=[N+]([O-])c1ccccc1C1CC(c2ccc(Br)cc2)=Nc2ccccc2N1 (centres undefined) the results were GPR151 activ 1.5, TEAD-YAP inh -48, FBW7 act -0.1 and MITF primary 11.
For CC(NCCN(C)C)C(=O)N1CCCc2ccccc21 (centres undefined) the results were GPR151 activ -0.5, TEAD-YAP inh 6, FBW7 act 1.4 and MITF primary 9.
Screening COc1cc(/C=C(\C#N)c2nc3ccc(C)cc3[nH]2)cc(Br)c1OC returned GPR151 activ 2.9, TEAD-YAP inh 4, FBW7 act -0.4 and MITF primary -10.
Screening COc1ccc2ncc(S(=O)(=O)c3ccc(C)cc3)c(N3CCC(C(N)=O)CC3)c2c1 returned GPR151 activ 3.8, TEAD-YAP inh 9, FBW7 act 0.0 and MITF primary 0.
Screening O=C(c1ccc2c(=O)n(Cc3ccc4c(c3)OCO4)c(SCc3ccccc3Cl)nc2c1)N1CCC2(CC1)OCCO2 returned GPR151 activ -0.2, TEAD-YAP inh -6, FBW7 act 0.9 and MITF primary 13.
For N#Cc1c(NC(=O)c2cccc([N+](=O)[O-])c2)sc2c1CCC2 the results were GPR151 activ -0.9, TEAD-YAP inh -11, FBW7 act -0.1 and MITF primary 2.
Screening CCC(CC)NC(=O)c1ccc(C)c(C)c1 returned GPR151 activ -2.5, TEAD-YAP inh -15, FBW7 act -0.3 and MITF primary -9.
For COc1cccc(C(=O)NC(C(C)C)C(C)C)c1 the results were GPR151 activ 0.1, TEAD-YAP inh 0, FBW7 act -0.1 and MITF primary 6.
Cc1cccc(NC(=O)c2ccc(C)c([N+](=O)[O-])c2)n1 was read as GPR151 activ -4.0, TEAD-YAP inh -49, FBW7 act 0.6 and MITF primary 12.
Screening COCC1CCCN(C2CCN(c3ccc(C(=O)NCCN4CCOCC4)cc3)CC2)C1 (centres undefined) returned GPR151 activ -0.5, TEAD-YAP inh 1, FBW7 act 0.4 and MITF primary 6.
Screening CCOC(=O)c1c(NC(=O)c2cc(-c3ccc(O)cc3)on2)sc(C(C)=O)c1C returned GPR151 activ 0.0, TEAD-YAP inh 8, FBW7 act 0.0 and MITF primary 4.
Screening c1ccc(CN2CCN(C3CCCC3)CC2)cc1 returned GPR151 activ 0.1, TEAD-YAP inh 15, FBW7 act -0.1 and MITF primary 75*.
`COc1cn(CC(=O)Nc2ccc(Br)cc2)c(CSc2ncccn2)cc1=O` gave GPR151 activ 3.6, TEAD-YAP inh -4, FBW7 act 0.1 and MITF primary -9.
Fc1ccc(-c2csc(Nc3ccccn3)n2)cc1 was read as GPR151 activ -0.4, TEAD-YAP inh -29, FBW7 act 0.3 and MITF primary 0.
Screening CCOc1cc(C2C(C(=O)OC(C)C)=C(C)NC3=C2C(=O)CCC3)cc(Br)c1O (centres undefined) returned GPR151 activ 2.4, TEAD-YAP inh -3, FBW7 act 0.1 and MITF primary 10.
For Cc1ccc(CNc2ncc(-c3ccc(F)cc3)n2C)cc1 the results were GPR151 activ -0.6, TEAD-YAP inh 0, FBW7 act -0.1 and MITF primary 18.
CCOC(=O)c1sc2nc(SCC(=O)NCc3ccccc3)n(Cc3ccc(C)cc3)c(=O)c2c1C was read as GPR151 activ 1.6, TEAD-YAP inh -1, FBW7 act 0.1 and MITF primary 0.
Screening CC(=N\O)/C(CN(C)C)=N\O returned GPR151 activ -0.1, TEAD-YAP inh -7, FBW7 act -0.1 and MITF primary -1.
`O=C(CCn1c(=O)oc2ccccc21)NCCc1ccccc1` gave GPR151 activ 0.3, TEAD-YAP inh 6, FBW7 act 0.2 and MITF primary 10.
For CCCNC(=O)c1cccc(NCCCN2CCCC2=O)n1 the results were GPR151 activ -0.6, TEAD-YAP inh 1, FBW7 act 0.6 and MITF primary 17.
CC(=O)c1ccc(OCC(O)CNC2CCCC2)cc1 (centres undefined) was read as GPR151 activ -1.8, TEAD-YAP inh 12, FBW7 act 0.3 and MITF primary 7.
Nc1nccc(-c2ccc3nc(C4COc5ccc(F)cc5C4)sc3c2)n1 (centres undefined) was read as GPR151 activ 2.4, TEAD-YAP inh -21, FBW7 act -0.1 and MITF primary 15.
Cc1ccc(C)c(NC(=O)CCN2C(=O)C3C4C=CC(C4)C3C2=O)c1 (centres undefined) was read as GPR151 activ -1.2, TEAD-YAP inh 1, FBW7 act -0.1 and MITF primary -1.
`Cc1cc(C)cc(N=C2NC(=O)/C(=C/c3ccc(F)cc3)S2)c1` gave GPR151 activ -0.2, TEAD-YAP inh -1, FBW7 act 0.5 and MITF primary 7.
COc1ccc(/C=N/N(C)c2nc(-c3ccc([N+](=O)[O-])cc3)cs2)cc1 was read as GPR151 activ -1.1, TEAD-YAP inh 2, FBW7 act 0.0 and MITF primary 12.
Screening CC(=O)Nc1oc(-c2ccco2)c(-c2ccco2)c1C#N returned GPR151 activ 1.3, TEAD-YAP inh 16, FBW7 act -0.1 and MITF primary 0.

An excerpt from above in order of molecular weight, highest first.
CCOC(=O)c1sc2nc(SCC(=O)NCc3ccccc3)n(Cc3ccc(C)cc3)c(=O)c2c1C was read as GPR151 activ 1.6, TEAD-YAP inh -1, FBW7 act 0.1 and MITF primary 0.
Nc1nccc(-c2ccc3nc(C4COc5ccc(F)cc5C4)sc3c2)n1 (centres undefined) was read as GPR151 activ 2.4, TEAD-YAP inh -21, FBW7 act -0.1 and MITF primary 15.
COc1ccc(/C=N/N(C)c2nc(-c3ccc([N+](=O)[O-])cc3)cs2)cc1 was read as GPR151 activ -1.1, TEAD-YAP inh 2, FBW7 act 0.0 and MITF primary 12.
Cc1ccc(C)c(NC(=O)CCN2C(=O)C3C4C=CC(C4)C3C2=O)c1 (centres undefined) was read as GPR151 activ -1.2, TEAD-YAP inh 1, FBW7 act -0.1 and MITF primary -1.
`Cc1cc(C)cc(N=C2NC(=O)/C(=C/c3ccc(F)cc3)S2)c1` gave GPR151 activ -0.2, TEAD-YAP inh -1, FBW7 act 0.5 and MITF primary 7.
`O=C(CCn1c(=O)oc2ccccc21)NCCc1ccccc1` gave GPR151 activ 0.3, TEAD-YAP inh 6, FBW7 act 0.2 and MITF primary 10.
For CCCNC(=O)c1cccc(NCCCN2CCCC2=O)n1 the results were GPR151 activ -0.6, TEAD-YAP inh 1, FBW7 act 0.6 and MITF primary 17.
For Cc1ccc(CNc2ncc(-c3ccc(F)cc3)n2C)cc1 the results were GPR151 activ -0.6, TEAD-YAP inh 0, FBW7 act -0.1 and MITF primary 18.
CC(=O)c1ccc(OCC(O)CNC2CCCC2)cc1 (centres undefined) was read as GPR151 activ -1.8, TEAD-YAP inh 12, FBW7 act 0.3 and MITF primary 7.
Fc1ccc(-c2csc(Nc3ccccn3)n2)cc1 was read as GPR151 activ -0.4, TEAD-YAP inh -29, FBW7 act 0.3 and MITF primary 0.
Screening c1ccc(CN2CCN(C3CCCC3)CC2)cc1 returned GPR151 activ 0.1, TEAD-YAP inh 15, FBW7 act -0.1 and MITF primary 75*.
Screening CC(=N\O)/C(CN(C)C)=N\O returned GPR151 activ -0.1, TEAD-YAP inh -7, FBW7 act -0.1 and MITF primary -1.
